# KCNQ1 act = human KCNQ1 channel potentiation or activation; P51787; B-score at 10 µM; CHO-K1 KCNQ1, thallium flux FluxOR fluorescence; hits give high values; actives 0.35% (n = 310,000);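 active = fluorescence ratio B-score, a plate-corrected score, at least three library SD, with initial intensity B-score within 5 SD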
#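 System: CHO-K1 cells stably expressing KCNQ1 / Medium: assay buffer for compound exposure, DMSO matched across wells / Reagent: thallium- and potassium-containing depolarizing buffer / Compound: one concentration, matched DMSO / Incubation: 20 min compound pretreatment at room temperature / Measured by: kinetic FluxOR fluorescence, 10 s baseline plus 110 s post-stimulus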
# hERG protect = hERG (human) protection from proarrhythmic block; Q12809; actives 0.51% (n = 310,000); CHO-hERG, FluxOR thallium flux, dofetilide IC70 present; activation (rescue from dofetilide block), less the hit threshold, % at 10 µM;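 active = activation above the mean of controls blocked by dofetilide plus 5 SD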;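 note: thallium influx through hERG after potassium depolarization seen as dye fluorescence rise; in these data hits start at about 4.7%; inactives centre near -7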
# Target sequence (Q12809 whole entry, looked up): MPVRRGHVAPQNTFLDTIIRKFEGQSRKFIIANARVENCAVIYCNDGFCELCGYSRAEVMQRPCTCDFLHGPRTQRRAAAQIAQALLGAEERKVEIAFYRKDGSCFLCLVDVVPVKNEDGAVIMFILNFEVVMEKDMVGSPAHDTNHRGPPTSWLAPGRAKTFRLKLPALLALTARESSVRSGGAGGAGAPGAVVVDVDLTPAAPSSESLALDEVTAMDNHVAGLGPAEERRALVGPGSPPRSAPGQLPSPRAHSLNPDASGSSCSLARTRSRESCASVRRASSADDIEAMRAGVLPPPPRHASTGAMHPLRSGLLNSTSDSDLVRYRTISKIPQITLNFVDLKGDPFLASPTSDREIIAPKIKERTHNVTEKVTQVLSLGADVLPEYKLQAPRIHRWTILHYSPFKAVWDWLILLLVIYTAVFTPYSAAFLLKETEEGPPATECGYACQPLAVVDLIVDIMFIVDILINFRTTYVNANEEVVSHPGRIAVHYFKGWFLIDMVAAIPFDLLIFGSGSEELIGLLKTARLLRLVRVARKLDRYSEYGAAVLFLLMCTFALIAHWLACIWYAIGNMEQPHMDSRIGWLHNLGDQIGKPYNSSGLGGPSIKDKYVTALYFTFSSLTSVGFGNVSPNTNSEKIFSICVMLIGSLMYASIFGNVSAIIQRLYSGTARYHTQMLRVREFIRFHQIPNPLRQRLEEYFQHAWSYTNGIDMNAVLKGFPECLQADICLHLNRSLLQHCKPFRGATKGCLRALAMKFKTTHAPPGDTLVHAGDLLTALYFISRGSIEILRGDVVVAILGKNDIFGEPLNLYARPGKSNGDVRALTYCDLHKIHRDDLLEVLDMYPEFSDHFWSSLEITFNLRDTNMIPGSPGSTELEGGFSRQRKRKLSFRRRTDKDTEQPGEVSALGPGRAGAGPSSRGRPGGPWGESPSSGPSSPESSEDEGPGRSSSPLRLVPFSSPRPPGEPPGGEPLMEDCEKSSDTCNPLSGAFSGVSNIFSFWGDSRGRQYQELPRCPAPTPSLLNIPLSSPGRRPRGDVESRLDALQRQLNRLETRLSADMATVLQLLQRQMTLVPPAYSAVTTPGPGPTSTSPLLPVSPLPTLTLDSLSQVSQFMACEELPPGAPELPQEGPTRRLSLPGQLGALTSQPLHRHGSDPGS
# TRPC4 block = inhibitors of mouse TRPC4 channel; HEK293 TRPC4beta/mu-opioid, DAMGO-evoked Fluo4 calcium flux; hits give low values; AID 2247; Q9QUQ5; B-score at 10 µM; actives 0.39% (n = 300,000);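 active = B-score over 3 SD under the library average, no early fluorescence shift, positive overall ratio signal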
#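 Material: HEK293 cells with stable TRPC4beta plus mu-opioid receptor expression; probe or stimulus: DAMGO in two steps, submaximal then maximal; technique: Fluo4 calcium fluorescence by kinetic imaging, 5 s 1 Hz baseline; measure: integrated fluorescence ratio relative to baseline, converted to per-well B score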
# KCNK3 block = human KCNK3 channel inhibition, primary screen. actives 0.84% (n = 340,000). B-score at 10 µM. CHO-KCNK3 thallium flux, FluxOR fluorescence; hits give low values;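 active = B-score under library mean minus 4 SD, starting fluorescence ratio at most library mean plus 5 SD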;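 note: more negative B-score means stronger inhibition of thallium flux through KCNK3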
# Platelet DG rel = platelet dense granule release activity | actives 0.22% (n = 300,000) | human platelet-rich plasma, SFLLRN dense granule ATP release, luminescence | inhibition, %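 (compounds screened at 7.5 µM in platelet-rich plasma)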;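 active = mean replicate score, as percent of positive control, at or above 50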
# KCNQ1 block = human KCNQ1 channel inhibition; P51787; CHO-K1 KCNQ1, FluxOR thallium flux fluorescence; hits give high values; B-score at 10 µM; actives 1.3% (n = 310,000);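 active = compounds whose thallium flux B-score, printed positive for inhibition, exceeds three library SD while starting fluorescence stays within three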;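 note: channel opened by potassium depolarization with thallium stimulus after 20 min compound exposure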
# PolyA inh = inhibitors of polyadenylation in S. cerevisiae | actives 0.02% (n = 300,000) | AID 1875 | calls only at 12 µM | S. cerevisiae SKY197-pL101 polyadenylation reporter, beta-gal luminescence; efflux-impaired pdr1/pdr3 knockout yeast; score 100 = 6 SD above DMSO;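 active = lowest replicate activity score at least 50, where 100 means six control SD above control mean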;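 note: yeast exposed to compound for 9 h at 30 °C; higher score means more reporter readthrough which indicates perturbed polyadenylation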
# Dyrk1A ADPGlo = inhibitors of rat Dyrk1A kinase; AID 504441; Q63470; ADP-Glo luminescence, NFATc1 peptide; inhibition, % at 12.5 µM; actives 0.43% (n = 310,000); in the data active = inhibition above about 50%;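 note: plate controls were vehicle with enzyme for no effect and no enzyme for full effect; many of its hits are not listed in these tables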
# TRPC4 act = activators of mouse TRPC4 channel; Q9QUQ5; HEK293 TRPC4beta/mu-opioid, Fluo4 calcium fluorescence; hits give high values; B-score at 10 µM; actives 0.49% (n = 310,000); AID 2237;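 active = B-score above 5 SD of library B-scores, and initial fluorescence ratio not above library mean plus 5 SD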;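 note: positive B-score marks a calcium rise read as TRPC4 activation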
#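 Assay system: HEK293 cells stably co-expressing mouse TRPC4beta and mu-opioid receptor / Timing: Fluo4 dye loading 45 min at room temperature, 110 s recording / Signal: Fluo4 calcium-sensitive dye fluorescence, kinetic, 1 Hz baseline / Read-out: integrated baseline-normalised fluorescence ratio, converted to per-well B score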
# TRPC4 potent = TRPC4 (mouse) allosteric potentiation; Q9QUQ5; HEK293 TRPC4beta/mu-opioid, DAMGO EC20, Fluo-4 Ca2+ flux; hits give high values; B-score at 10 µM; actives 0.42% (n = 310,000); AID 2227;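 active = B-score of calcium response area above 5 SD of library B-scores, with initial fluorescence ratio within 5 SD of library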;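 note: B-score of integrated fluorescence ratio over time as area under calcium response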
# KCNK9 inh = human KCNK9 channel inhibition; HEK293 KCNK9, FluxOR thallium flux fluorescence; hits give low values; B-score at 10 µM; actives 1.2% (n = 310,000);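 active = ratio B-score over 3 SD below the library mean, with starting fluorescence within 5 SD of its mean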;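 note: negative B-score means less thallium flux so channel inhibition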
# Active calls of the source: *; i = inactive; nt = not tested or not shown. These rows are one share of the data. The share of hits here may be higher or lower than overall.
# Second line of a record: KCNQ1 act	hERG protect	TRPC4 block	KCNK3 block	Platelet DG rel	KCNQ1 block	PolyA inh	Dyrk1A ADPGlo	TRPC4 act	TRPC4 potent	KCNK9 inh
- CCCC(C)NC(=O)c1c2c(nc3ccccc13)CCC2 (stereo unspecified)
  i	-10	i	i	-2	i	i	-3	i	i	i
- CN(Cc1ccccc1)C(=O)CSc1nc2cc(C(=O)N3CCC(C(N)=O)CC3)ccc2c(=O)n1-c1ccccc1
  i	-7	i	nt	-1	i	i	nt	i	i	i
- CC(NC(=O)CCNS(=O)(=O)c1cccc2nsnc12)c1ccccc1 (stereo unspecified)
  i	-5	i	i	-20	i	i	-1	i	i	i
- Cc1noc(C)c1Cc1ccc(O)cc1
  i	-11	i	i	-4	i	i	-6	i	i	i
- Cc1ccccc1-c1noc(C23CC4CC(CC(C4)C2)C3)n1
  i	-5	i	i	0	i	i	3	i	i	i
- C/C(=N\NS(=O)(=O)c1ccc(Cl)cc1)c1ccc(NC(=O)c2ccco2)cc1
  i	-4	i	i	-6	i	i	2	i	i	i
- CS(=O)(=O)Nc1cccc(C2=NN(S(C)(=O)=O)C(c3ccc4c(c3)OCO4)C2)c1 (stereo unspecified)
  i	-10	i	i	5	i	i	0	i	i	i
- O=C(/C=C/c1ccccc1)NCCOc1ccccc1
  i	-6	i	i	0	i	i	1	i	i	i
- CCOC(=O)C(NC(=O)CC)(Nc1ccc(S(N)(=O)=O)cc1)C(F)(F)F (stereo unspecified)
  i	-9	i	i	4	i	i	11	i	i	i
- COc1cccc(CNC(=O)CN2C(=O)c3ccccc3S2(=O)=O)c1
  i	-6	i	i	14	i	i	-12	i	i	i
- O=C(NC1CCCC1)c1ccc(COCC(F)(F)F)o1
  i	-8	i	i	0	i	i	3	i	i	i
- O=C1NC(=S)N/C1=C/c1cccn1-c1ccc([N+](=O)[O-])cc1
  i	-3	i	i	-1	i	i	-1	i	i	i
- O=C(CN1C(=O)COc2ccccc21)NCCCN1CCN(Cc2ccccc2)CC1
  i	-1	i	i	0	i	i	-9	i	i	i
- COc1cc(NC(=O)COC(=O)C2CC2)c(C)cc1[N+](=O)[O-]
  i	-5	i	i	-4	i	i	-1	i	i	i
- Cc1ccc(S(=O)(=O)N2CCCCC2CCNC(=O)C(=O)NCC2CCCO2)cc1 (stereo unspecified)
  i	-17	i	i	-2	i	i	-6	i	i	i
- COc1ccc(C2c3[nH]c4ccccc4c3C[C@H]3C(=O)N(CCCO)CC(=O)N23)cc1OC (stereo partly specified)
  i	-2	i	i	-4	i	i	nt	i	i	i
- CC(CCc1ccccc1)NC(=O)CCNC(=O)Cn1ccc2ccccc2c1=O (stereo unspecified)
  i	-12	i	i	0	i	i	-11	i	i	i
- COc1ccccc1NC(=O)c1nnn(CC(=O)Nc2cc(C)cc(C)c2)c1N
  i	-3	i	i	-4	i	i	-1	i	i	i
- COc1ccc(-c2nc3ccccc3c(=O)n2CCOc2ccc(C)cc2C)cc1
  i	-8	i	i	-4	i	i	-1	i	i	i
- O=C(CSc1nnc(-c2cccc(F)c2)o1)NC1CCCC1
  i	-4	i	i	6	i	i	-6	i	i	i
- CCNC(=O)C(CCSC)NS(=O)(=O)c1ccc(C)cc1 (stereo unspecified)
  i	-5	i	i	0	i	i	-3	i	i	i
- Cc1cnc(C(=O)OCC(=O)NC(=O)c2ccccc2)cn1
  i	-14	i	i	10	i	i	0	i	i	i
- O=C(C1CCC(CNS(=O)(=O)c2cccs2)CC1)N1CCCCC1 (stereo unspecified)
  i	-7	i	i	16	i	i	0	i	i	i
- COc1cccc(/C=C2\SC(N3CCC(C)CC3)=NC2=O)c1OC
  i	-2	i	i	10	i	i	-3	i	i	i
- CC(NC(=O)CCN1C(=O)c2ccccc2C1=O)c1ccc2c(c1)CCCC2 (stereo unspecified)
  i	-1	i	i	-3	i	i	-3	i	i	i
- O=c1c(Cl)c(N2CCN(c3ccc(F)cc3)CC2)cnn1C12CC3CC(CC(C3)C1)C2
  i	-6	i	i	-3	i	i	-6	i	10*	i
- Cc1cccc(-c2noc(-c3c(C)noc3C)n2)c1
  i	-4	i	i	-2	i	i	nt	i	i	i
- COc1cc2c(cc1OC)CN(C(=O)c1ccc(S(=O)(=O)N(C)c3ccccc3)cc1)CC2
  i	-10	i	i	1	i	i	1	i	i	i
- CNC(=O)c1ccc(N(Cc2ccccc2C)S(C)(=O)=O)cc1
  i	0	i	i	4	i	i	-4	i	i	i
- CCN1CCN(Cc2nc(N)nc(Nc3ccc(C)c(C)c3)n2)CC1
  i	-4	i	i	1	i	i	2	i	i	i

# TRPC4 potent: entries above that show a hit
compound,KCNQ1 act,TRPC4 block,KCNK3 block,Platelet DG rel,KCNQ1 block,PolyA inh,Dyrk1A ADPGlo,TRPC4 potent,KCNK9 inh
O=c1c(Cl)c(N2CCN(c3ccc(F)cc3)CC2)cnn1C12CC3CC(CC(C3)C1)C2,i,i,i,-3,i,i,-6,10*,i

# Later entries:
# Second line of a record: KCNQ1 act	hERG protect	TRPC4 block	KCNK3 block	Platelet DG rel	KCNQ1 block	PolyA inh	Dyrk1A ADPGlo	TRPC4 act	TRPC4 potent	KCNK9 inh
- CCCCN(CC)Cc1c(O)ccc2c3c(c(=O)oc12)CCC3
  i	-13	i	i	-3	i	i	nt	i	i	i
- Cc1ccc(NC(=O)CCC(=O)NNC(=O)Nc2cccc(Cl)c2)c(C)c1
  i	-6	i	i	6	i	i	-2	i	i	i
- O=S(=O)(c1cc(Cl)cc(Cl)c1)N1CCCC1c1nc2ccccc2s1 (stereo unspecified)
  i	-6	i	i	1	i	i	-4	i	i	i
- CS(=O)(=O)c1cccc(-c2nnc(NC(=O)c3ccc(S(=O)(=O)N4CCCC4)cc3)o2)c1
  i	-14	i	i	12	i	i	-3	i	i	i
- COc1ccccc1N(CC(=O)NCCN1CCOCC1)S(=O)(=O)c1ccc(C)cc1
  i	-4	i	i	1	i	i	13	i	i	i
- CC(C)CCOc1ccc(Cl)cc1CN1CCOCC1
  i	-17	i	i	3	i	i	1	i	i	i
- COc1cc2c(cc1OC)C(Nc1ccccc1)=NC(C)(C)C2
  i	-8	i	i	9	i	i	10	i	i	i
- O=C(Nc1sc2c(c1C(=O)O)CCCC2)c1cccs1
  i	-14	i	i	-3	i	i	19	i	i	i
- O=C(NC1CCN(c2ncccn2)CC1)c1ccccc1Cl
  i	-7	i	i	-1	i	i	0	i	i	i
- CCOC(=O)N1CCN(Cc2nc3c(c(=O)[nH]c(=O)n3C)n2CCCc2ccccc2)CC1
  i	-11	i	i	5	i	i	-7	i	i	i
- COc1ccnc(CSC(N)=Nc2ccccc2OC)c1
  i	-4	i	i	-2	i	i	0	i	i	i
- CN(C)P(=NC(=O)COc1ccc(Cl)cc1Cl)(N(C)C)N(C)C
  i	-11	i	i	4	i	i	-9	i	i	i
- Cc1cc(O)c(-c2cc(C(=O)Nc3sc4c(c3C(=O)NCc3ccco3)CCC4)[nH]n2)cc1C
  i	-10	i	i	14	i	i	-2	i	i	i
- COc1ccc(OC)c(CNC(=O)CCNC(=O)Cn2ccc3ccccc3c2=O)c1
  i	-4	i	i	1	i	i	-12	i	i	i
- CC12CN3CC(C)(CN(C1)C3c1cc(Br)ccc1O)C2=O (stereo unspecified)
  i	-8	i	i	-1	i	i	-5	i	i	i
- CCOc1nc(Nc2cc(Cl)ccc2OC)nc(OCC)n1
  i	-1	i	i	-26	i	i	-4	i	i	i
- CCC(c1nnnn1Cc1ccco1)N(CCc1ccccc1)Cc1cc2cccc(C)c2[nH]c1=O (stereo unspecified)
  i	-7	i	i	-1	i	i	7	i	i	-8.6*
- C#CCn1cnc2c(oc3ccccc32)c1=O
  i	-10	i	i	0	i	i	nt	i	i	i
- COCCCNC(=O)C(C#N)c1nc2ccccc2nc1N1CCN(Cc2ccccc2)CC1 (stereo unspecified)
  i	-16	i	i	-34	i	i	2	i	i	i
- COc1cc(/C=N/Nc2nc(C)nc3c2cnn3-c2ccccc2)ccc1O
  i	4	i	i	-1	i	i	0	i	i	i
- Cc1ccc(-n2c(N)c(C(=O)Nc3c(C)n(C)n(-c4ccccc4)c3=O)c3nc4ccccc4nc32)cc1
  i	-5	i	i	11	i	i	-1	i	i	i
- Cc1cc(NC(=O)CSc2nc(=O)cc(N)n2-c2ccc(C)c(C)c2)no1
  i	-1	i	i	-5	i	i	nt	i	i	i
- O=C(NC(=S)Nc1ccc(N2CCOCC2)cc1)c1ccc2c(c1)OCCO2
  i	-5	i	i	-9	i	i	1	i	i	i
- Cc1ncn(C23CC4CC(CC(O)(C4)C2)C3)n1
  i	-6	i	i	nt	i	i	-6	i	i	i
- Cc1ccc(C)c(NC(=O)C2CC(=O)N(C3CCCCC3)C2)c1 (stereo unspecified)
  i	-5	i	i	1	i	i	-2	i	i	i
- Cc1ccccc1C(=O)Nc1ccnn1C1CCN(C(=O)c2cnsn2)CC1
  i	-5	i	i	1	i	i	-3	i	i	i
- CC(C)(C)OC(=O)NCCCC[C@H](NC(=O)[C@H](Cc1c[nH]c2ccccc12)NC(=O)OCc1ccccc1)C(=O)O
  i	-10	i	i	-1	i	i	-3	i	i	i
- Cc1ccc(NCN2C(=O)C3C4CCC(C4)C3C2=O)cc1 (stereo unspecified)
  i	-10	i	nt	-5	i	i	nt	i	i	i
- CCn1c(SCC(=O)Nc2nc(-c3ccc(C)cc3)cs2)nnc1-c1ccccc1
  i	-4	i	i	-5	i	i	0	i	i	i
- COC(=O)C1=C(C)N(C)C(C)=C(C(=O)OC)C1c1ccsc1
  i	-4	i	i	13	i	i	0	i	i	i
- CC(C(Sc1ccccc1N)c1ccccc1)[N+](=O)[O-] (stereo unspecified)
  i	-10	i	i	1	i	i	nt	i	i	i
- CCN(CC)CCCNC(=O)c1cn(CCOC)c(=O)c2c1c1ccccc1n2C
  i	-6	i	i	-4	i	nt	4	i	i	i
- O=C(CCNC(=O)C1CCN(S(=O)(=O)c2ccc(F)cc2)CC1)NCc1ccc(Cl)cc1
  i	-2	i	i	10	i	i	-1	i	i	i
- Cc1cccnc1NC(=O)c1ccccc1-c1ccccc1C(=O)Nc1ncccc1C
  i	-15	i	i	-1	i	i	-3	i	i	i
